# Screening data (PubChem)
# L3MBTL1 block: qHTS Assay for the Inhibitors of L3MBTL1; Lethal(3)malignant brain tumor-like protein 1 (Homo sapiens), Q9Y468; AlphaScreen L3MBTL1–H3K9me1 peptide binding; Potency, µM (doses to about 57.1 µM), for the others: at the top dose activity, negative = inhibition, hits mostly inhibitors; 230,000 compounds, 0.66% hits; AID 485360, 2010; active means well fitted inhibition curve with a large enough effect; inconclusive means small, poorly fitted or top-dose-only effect; inactive means no such curve, though single readings can be large or run the other way; further: nearly all actives have a fitted effect of over 60% in size
# Target sequence (Q9Y468 whole entry, looked up): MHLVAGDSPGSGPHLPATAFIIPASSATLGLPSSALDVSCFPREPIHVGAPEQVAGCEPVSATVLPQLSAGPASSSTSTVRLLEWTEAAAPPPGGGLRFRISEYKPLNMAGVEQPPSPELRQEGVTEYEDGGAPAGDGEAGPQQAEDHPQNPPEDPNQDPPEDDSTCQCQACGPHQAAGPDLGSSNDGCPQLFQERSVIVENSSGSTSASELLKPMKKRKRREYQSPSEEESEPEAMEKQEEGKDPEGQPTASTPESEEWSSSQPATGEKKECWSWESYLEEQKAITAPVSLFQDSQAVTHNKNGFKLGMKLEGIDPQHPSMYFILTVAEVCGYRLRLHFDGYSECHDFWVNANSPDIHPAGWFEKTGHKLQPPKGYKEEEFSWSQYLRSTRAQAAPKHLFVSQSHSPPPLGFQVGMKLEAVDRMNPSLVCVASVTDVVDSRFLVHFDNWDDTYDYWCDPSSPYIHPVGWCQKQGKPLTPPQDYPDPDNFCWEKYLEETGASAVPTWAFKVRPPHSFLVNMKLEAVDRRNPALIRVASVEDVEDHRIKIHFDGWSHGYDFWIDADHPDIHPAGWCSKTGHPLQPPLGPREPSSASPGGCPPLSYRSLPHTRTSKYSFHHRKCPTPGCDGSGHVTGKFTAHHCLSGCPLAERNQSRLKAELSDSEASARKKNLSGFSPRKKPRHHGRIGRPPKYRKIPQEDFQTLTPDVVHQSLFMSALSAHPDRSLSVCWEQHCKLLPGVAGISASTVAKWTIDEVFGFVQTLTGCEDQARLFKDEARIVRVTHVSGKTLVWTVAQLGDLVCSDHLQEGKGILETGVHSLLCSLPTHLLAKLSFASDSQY
#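 First, the protein-peptide complex forms for 30 min at room temperature (L3MBTL1 50 nM, biotinylated H3K9me1 peptide 75 nM). Next, compounds are pin-transferred and incubated 30 min. Finally, AlphaScreen beads are added and read after 30 min.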
# An asterisk follows results filed as active; ? = inconclusive. On the % scale 0 is the no-effect control and ±100 the full control effect; potency means the concentration at half of the fitted maximal effect.
Molecule	L3MBTL1 block
C=C1[C@@H](O)[C@@H]2O[C@]3(CC[C@H](/C=C/[C@@H](C)[C@@H]4CC(C)=CC5(O[C@H](C[C@@](C)(O)C(=O)OC)CC[C@H]5O)O4)O3)CC[C@H]2O[C@@H]1[C@@H](O)C[C@H](C)[C@H]1OC2(CCCCO2)CC[C@H]1C (stereo partly specified)	-3%
O=C(CS(=O)(=O)c1ccc(F)cc1)NCc1ccccc1	-2%
N#Cc1ccccc1S(=O)(=O)N1CCN(CC(O)CN2CCOCC2)CC1 (stereo unspecified)	2%
CC(C)(C)OC(=O)N[C@H]1C=C[C@H](OC(=O)CC(=O)OCC(F)(F)F)C1	1%
COc1cccc(NC(=O)CSc2nc(=O)n(Cc3ccncc3)c3c2CCCC3)c1	5%
O=C(COC(=O)c1ccc(Cl)nc1)NCCNC(=O)COC(=O)c1ccc(Cl)nc1	9%
Cc1ccn2c(=O)nc(SCC(=O)NCc3ccco3)nc2c1	?
O=C(c1ccc(N2CCCC2=O)cc1)N1CCN(c2cccc(C(F)(F)F)c2)CC1	10%
COc1cc(-c2ccc3sc(-c4ccsc4)c(C#CCO)c3c2)cc(OC)c1OC	-9%
O=S(=O)(NNc1ncc(C(F)(F)F)cc1Cl)c1ccccc1	-7%
COc1ccc([C@@H]2[C@@H]3C(=O)N(C(C)(C)C)C(=O)[C@@H]3[C@]3(Cc4ccccc4)C(=O)N(c4cccc(C)c4)C(=O)N23)cc1	6%
Nc1cc(C(=O)OCC(=O)NNC(=O)c2ccccc2)ccc1Cl	9%
COc1ccc(CC(=O)OCC(=O)Nc2ccc(Cl)cc2C)cc1	4%
CC(Oc1ccccc1)C(=O)N1CCN(c2ccc(N3CCOCC3)nn2)CC1 (stereo unspecified)	3%
COc1ccc(S(=O)(=O)Nc2cc3c4c(c2)CCN4C(=O)CC3)cc1C	4%
CC(C)NC(=O)N(C)C[C@@H]1Oc2ccc(NC(=O)CCN3CCOCC3)cc2CC(=O)N([C@@H](C)CO)C[C@@H]1C	1%
CCCCn1c(N)c(N(CCOC)C(=O)COC(=O)c2cc(CCC)c(C)s2)c(=O)[nH]c1=O	3%
COc1ccc(NS(=O)(=O)c2cccc(C(=O)NCCCN3CCCC3=O)c2)cc1	3%
COC(=O)c1ccccc1S(=O)(=O)N1CCC(C(=O)OCC(=O)NC2CCCCC2C)CC1 (stereo unspecified)	11%
CCN(CC(=O)Nc1ccccc1C(F)(F)F)CC(=O)NC1CC1	-1%
COc1ccc(NC(=O)c2ccc(=O)[nH]c2)cc1S(=O)(=O)N1CCOCC1	-7%
CC(NC(=O)c1ccccc1F)c1nnc(SCC(=O)Nc2nnc(C3CC3)s2)n1C (stereo unspecified)	-4%
O=C(COC(=O)C1=COCCO1)Nc1ncc(Cl)cc1Cl	1%
CCOC(=O)C1=C(COC(=O)c2ccc(OC(C)C)cc2)NC(=O)NC1C (stereo unspecified)	-3%
O=C(CNS(=O)(=O)c1ccc2ccccc2c1)Nc1ccc(F)c(F)c1F	-2%
CCc1ccc(OC(=O)Cc2ccc(OC)c(S(=O)(=O)N3CCOCC3)c2)cc1	11%
Nc1ncnc2c1ncn2[C@@H]1O[C@H](CNC(=O)[C@@H](N)COCc2ccccc2)[C@@H](O)[C@H]1O	12%
CCc1nc(NCCC(C)C)c2nnn(Cc3ccccc3)c2n1	6%
COCCS(=O)(=O)N(Cc1ccc(Br)cc1)[C@@H](C)C(=O)OC	-2%
Cc1ccc(OCCC(=O)Nc2ccc(S(=O)(=O)Nc3cc(C)nc(C)n3)cc2)cc1	0%
Cc1ccc(/C=C/S(=O)(=O)NCC(=O)OCC(=O)Nc2c(F)cccc2F)cc1	5%
CCN(C(=O)COC(=O)c1cnc(C)cn1)c1c(N)n(Cc2ccccc2)c(=O)[nH]c1=O	5%
COc1ccc(N(CC(=O)Nc2ccc3c(c2)OCCO3)S(=O)(=O)c2cccc(C)c2)cc1	3%
Cc1ccccc1N(CC(=O)N1CCc2ccccc2C1)S(C)(=O)=O	-2%
CCN(C(=O)COC(=O)C1CCN(S(=O)(=O)c2ccc3c(c2)OCCO3)CC1)C1CCCCC1	4%
COc1ccc(COC(=O)CCNC(=O)c2ccc(Cl)cc2)cc1	6%
C[C@H](CO)N1C[C@H](C)[C@@H](CN(C)S(=O)(=O)c2cccs2)Oc2c(NC(=O)C3CC3)cccc2C1=O	5%
CC(C)Cc1ccccc1S(N)(=O)=O	0%
O=C(COC(=O)c1ccc(F)c(S(=O)(=O)N2CCOCC2)c1)NCc1ccc(Cl)cc1	2%
CCCCn1c(N)c(N(CC(C)C)C(=O)c2ccc(-c3ccc(C(C)=O)cc3)o2)c(=O)[nH]c1=O	1%
CN(C)S(=O)(=O)c1ccc(NC(=O)CN2CCCC2c2ccc3c(c2)OCCCO3)cc1 (stereo unspecified)	0%
COc1ccc(S(=O)(=O)N2CCCCCC2)cc1C(=O)NCCOc1ccc(C)cc1	11%
CCN(c1ccccc1)S(=O)(=O)c1ccc(C(=O)NNC(=O)c2ccccc2F)cc1	-3%
CC(O)[C@H]1CNCCN1CCc1cccc(F)c1 (stereo partly specified)	4%
CC(C)[C@H](NC(=O)c1ccccc1)C(=O)OCC(=O)Nc1sccc1C(N)=O	-10%
O=C(Cc1c(F)cccc1Cl)Nc1cc(S(=O)(=O)N2CCOCC2)ccc1N1CCCC1	-3%
COc1cccc(NC(=O)CN(C)C(=O)c2cn(-c3ccccc3)nc2-c2cccnc2)c1	-3%
O=C(NC1CCN(Cc2ccccc2)C1)c1cccc(S(=O)(=O)N2CCOCC2)c1 (stereo unspecified)	-9%
COc1ccc(CC(=O)OC(C)C(=O)Nc2ccc(S(N)(=O)=O)cc2)cc1 (stereo unspecified)	2%
COc1cccc(NC(=O)CN(C)C(=O)c2cc(C3CC3)nn2-c2ccccc2)c1	5%
Cc1ccc(NC(=O)COc2coc(CN3CCc4ccccc4C3)cc2=O)c(C)c1	7%
Cc1ccc(Cl)c(OCC(=O)Nc2ccccc2N2CCCCC2)c1	4%
O=C(NCC(c1ccc(F)cc1)N1CCOCC1)c1ccco1 (stereo unspecified)	15%
COc1ccc(/C=C/C(=O)OCC(=O)NC2CCS(=O)(=O)C2)cc1 (stereo unspecified)	2%
Cc1cc(C)cc(NC(=O)COC(=O)c2ccc(CN3CCCC3=O)cc2)c1	1%
CC1CC(C)(C)CC2(C1)NC(=O)N(CC(=O)OCc1ccc(Br)cc1)C2=O (stereo unspecified)	-2%

# Additional compounds follow:
Molecule	L3MBTL1 block
Cc1ccc(C(=O)c2ccccc2C(=O)Nc2ccccc2)cc1	6%
Cc1c(C2(O)CCCCC2)[nH]c2cnccc12	26%
Cc1ccc(C)c(C(=O)CCC(=O)N2CCN(c3cccc(C(F)(F)F)c3)CC2)c1	2%
Cc1ccc(S(=O)(=O)NCCC(=O)N2CCN(S(=O)(=O)c3ccccc3)CC2)cc1C	8%
COc1ccc(C(=O)NCCC2=CCCCC2)cc1S(=O)(=O)N1CCOCC1	7%
C[C@@H](c1ccccc1)N1Cc2ccccc2Oc2cc(Br)ccc2S1(=O)=O	-9%
CCOC(=O)c1sc(NC(=O)C2CC(=O)N(c3ccc4c(c3)OCCO4)C2)nc1C (stereo unspecified)	0%
COc1ccc(CN(C)C(=O)Cc2ccc(S(=O)(=O)N3CCOCC3)s2)cc1OC	3%

# A section from the list above, for reference:
Molecule	L3MBTL1 block
CC(C)Cc1ccccc1S(N)(=O)=O	0%
O=C(COC(=O)c1ccc(F)c(S(=O)(=O)N2CCOCC2)c1)NCc1ccc(Cl)cc1	2%
CCCCn1c(N)c(N(CC(C)C)C(=O)c2ccc(-c3ccc(C(C)=O)cc3)o2)c(=O)[nH]c1=O	1%
CN(C)S(=O)(=O)c1ccc(NC(=O)CN2CCCC2c2ccc3c(c2)OCCCO3)cc1 (stereo unspecified)	0%

# Later entries:
Molecule	L3MBTL1 block
CCc1ccccc1OCC(=O)NCC1COc2ccccc2O1 (stereo unspecified)	8%
CC(Oc1ccccc1C(N)=O)C(=O)Nc1ccc(S(=O)(=O)N2CCCC2)cc1 (stereo unspecified)	0%
COc1ccc(C)cc1NC(=O)/C=C/c1ccc(OC)c(S(=O)(=O)N2CCOCC2)c1	4%
Cc1ccc(S(=O)(=O)N2CCC[C@H]2C(=O)OCc2cc(=O)oc3cc(C)ccc23)cc1	-10%
Cc1noc(C)c1COc1cccc(C(=O)N(C)Cc2cccs2)c1	2%
COc1ccccc1-c1sc2ccccc2c1-c1ccc(OCCN2CCOCC2)cc1	-22%
CCOc1ccc(S(=O)(=O)N2CCCCC2)cc1NC(=O)CN1C(=O)NC(C)(C2CC2)C1=O (stereo unspecified)	-5%
Cc1ccn2c(=O)c(NC(=O)c3ccc(Br)o3)c(C)nc2c1	-4%
Cc1cccc(NC(=O)COC(=O)CCc2c[nH]c3ccccc23)c1	-2%
CN(C)c1cccc(C(=O)OCCCC(=O)c2ccc(F)cc2)c1	-1%
COc1cc(C(=O)OCCc2cc3ccccc3c(=O)o2)cc(OC)c1OC	2%
Cc1ccc(S(=O)(=O)NCCC(=O)OCC(=O)Nc2cccc(Cl)c2)cc1	11%
COCC(C)n1c(SCC(=O)Nc2c(C)n(C)n(-c3ccccc3)c2=O)nc2ccccc2c1=O (stereo unspecified)	2%
COc1ccc(C(=O)c2c3ccccc3[n+]([O-])n2CCC(N)=O)cc1	0%
Cc1cc(C(=O)NNC(=O)CCCOc2ccccc2)c(C)o1	?
Cc1cccc(S(=O)(=O)Nc2ccc(-n3c(C)nc4ccccc4c3=O)cc2)c1	-7%
Cc1ccc(-c2csc3ncn(CC(=O)NCC(c4ccco4)N4CCCC4)c(=O)c23)cc1 (stereo unspecified)	-4%
CC(=O)Nc1ccc(C(=O)OCC(=O)N2CCN(C(=O)c3ccco3)CC2)cc1	-6%
Cc1ccc(NC(=O)C(C)SCc2nc3sc(C)c(C)c3c(=O)[nH]2)nc1 (stereo unspecified)	8%
CCNC(=O)c1ccc(NC(=O)CC2SC(N3CCCC3)=NC2=O)cc1 (stereo unspecified)	-2%
O=S(=O)(/N=C(/Nc1cccnc1)c1ccccc1)c1ccc(F)cc1F	1%
COc1ccccc1CNC(=O)COC(=O)c1ccccc1-c1ccccc1	-1%
CCN(CC(=O)Nc1cc(Cl)ccc1C)C(=O)CC1CCCC1	10%
COc1ccc(CNC(=O)COC(=O)/C=C/c2cccc(Cl)c2)cc1	2%
O=C(NC(=S)NC1CCC(O)CC1)c1ccco1 (stereo unspecified)	-1%
O=C(COc1ccc(C(=O)NCCN2CCOCC2)cc1)Nc1cccc(C(F)(F)F)c1	-2%
O=C(COC(=O)c1ccc(C(F)(F)F)cc1)NC(=O)NC1CCCC1	2%
COCCN(CC(=O)Nc1cccc(S(=O)(=O)N2CCCC2)c1)Cc1nc2ccccc2c(=O)[nH]1	7%
O=C(NCC(c1ccco1)N1CCOCC1)c1cccc(Cl)c1 (stereo unspecified)	3%
COc1ccccc1OCCC(=O)OCC(=O)Nc1ccc2c(c1)OCCO2	-11%
O=C(NCc1ccncc1)c1ccc(NS(=O)(=O)c2cccc([N+](=O)[O-])c2)cc1	2%
CCN(C(=O)C1CCCN(c2nc(-c3ccc(OC)cc3)no2)C1)c1ccccc1F (stereo unspecified)	-3%

# Fetched one by one from the entries so far, 2 records:
Molecule	L3MBTL1 block
O=C(COC(=O)c1ccc(C(F)(F)F)cc1)NC(=O)NC1CCCC1	2%
COCCS(=O)(=O)N(Cc1ccc(Br)cc1)[C@@H](C)C(=O)OC	-2%

# Next part:
Molecule	L3MBTL1 block
COc1ccc(NS(=O)(=O)c2ccc(C(=O)Nc3c(C)n(C)n(-c4ccccc4)c3=O)cc2)cc1	8%
Cc1n[nH]c(=O)c2c(NC(=O)COC(=O)COc3cccc(Br)c3)oc(C)c12	14%
Cc1ccc(S(=O)(=O)N2CCOCC2)cc1C(=O)Nc1ccncc1	-4%
O=C1CCc2cc(NS(=O)(=O)c3ccc(Br)cc3)cc3c2N1CC3	6%
COc1ccc2c(c1)OC[C@H]1[C@H]2N2C(=O)c3ccccc3NC(=O)[C@@]2(C)[C@H]1c1ccccc1	-11%
O=C(NCC(c1ccco1)N1CCCC1)c1cc2cc(Cl)ccc2o1 (stereo unspecified)	-5%
COC(=O)C(C(C)C)N(Cc1cc(OC)cc(OC)c1)S(=O)(=O)CCl (stereo unspecified)	-1%
COc1ccc(-c2nc(CS(=O)(=O)CC(=O)NCc3cccc(OC)c3OC)c(C)o2)cc1	-2%
COc1ccc(CCNC(=O)c2cc(S(=O)(=O)N3CCCCCC3)ccc2OC)cc1OC	7%
CCOC(=O)N1CCN(C(=O)c2ccc3[nH]c(C)c(C)c3c2)CC1	2%
Cc1cnc(C(=O)OCC(=O)N2CCN(S(=O)(=O)c3ccc(Cl)cc3)CC2)cn1	-7%
COC(=O)c1ccc(NC(=O)CSc2nc3[nH]ncc3c(=O)[nH]2)cc1	4%
Cc1ccc(NC(=O)COC(=O)CCc2ccccc2)cc1S(=O)(=O)N1CCOCC1	-2%
C=CCN(c1ccccc1)S(=O)(=O)c1cccc(C(=O)Nc2ccncc2)c1	-4%
O=C1c2ccccc2C(=O)N1CCC#Cc1ccc2cc(CCO)oc(=O)c2c1	8%
O=C(Cc1c(F)cccc1Cl)NNC(=O)c1ccco1	2%

# These rows are one share of the data. The share of hits here may be higher or lower than overall.
